Bioassay records deposited in PubChem BioAssay by several laboratories.
M4 PAM: human M4 muscarinic receptor positive allosteric modulators, primary screen, CHO-K1 cells, Fluo-8 calcium fluorescence. CHO-K1 hM4/Gqi5, ACh EC20; 0% = ACh EC20, 100% = maximal ACh. AID 624126, 2012. activation, % at 3 µM. 0.4% of 360,000 active;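 active means activation above its plate's cutoff, the mean activation of sample wells plus 3 SD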; further: some results filed as inactive read as strong as hits
CHRM1 PAM: human M1 muscarinic receptor positive allosteric modulators, primary screen, CHO-K1 cells, Fluo-8 calcium fluorescence, 1536-well; Muscarinic acetylcholine receptor M1 (Homo sapiens), P11229; CHO-K1 hM1, ACh EC20; 0% = ACh EC20, 100% = maximal ACh; activation, % at 3 µM; 0.088% of 360,000 active; in the data active means activation above about 19%, passing the limit was not always enough
Target sequence (P11229 whole entry, looked up): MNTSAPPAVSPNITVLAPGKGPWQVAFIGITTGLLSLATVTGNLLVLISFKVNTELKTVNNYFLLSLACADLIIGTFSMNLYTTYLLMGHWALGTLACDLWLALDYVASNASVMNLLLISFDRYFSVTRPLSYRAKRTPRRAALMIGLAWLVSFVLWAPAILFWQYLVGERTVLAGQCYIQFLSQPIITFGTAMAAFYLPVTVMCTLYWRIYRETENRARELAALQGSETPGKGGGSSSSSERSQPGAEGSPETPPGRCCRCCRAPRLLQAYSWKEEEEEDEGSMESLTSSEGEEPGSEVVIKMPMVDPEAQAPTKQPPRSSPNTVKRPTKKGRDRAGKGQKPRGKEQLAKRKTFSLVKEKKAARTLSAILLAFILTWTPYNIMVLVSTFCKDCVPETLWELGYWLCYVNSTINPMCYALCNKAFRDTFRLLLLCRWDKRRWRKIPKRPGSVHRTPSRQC
M5 PAM: human M5 muscarinic receptor positive allosteric modulators, primary screen, CHO-K1 cells, Fluo-8 calcium fluorescence. Muscarinic acetylcholine receptor M5 (Homo sapiens), P08912. CHO-K1 hM5, ACh EC20 PAM; 0% = ACh EC20, 100% = ACh EC100. activation, % at 3 µM. 0.3% of 360,000 active. AID 624038, 2012;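 active means activation above the run cutoff, the mean activation of all test compounds plus 3 SD, cut at about 18% in these data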
Target sequence (P08912 whole entry, looked up): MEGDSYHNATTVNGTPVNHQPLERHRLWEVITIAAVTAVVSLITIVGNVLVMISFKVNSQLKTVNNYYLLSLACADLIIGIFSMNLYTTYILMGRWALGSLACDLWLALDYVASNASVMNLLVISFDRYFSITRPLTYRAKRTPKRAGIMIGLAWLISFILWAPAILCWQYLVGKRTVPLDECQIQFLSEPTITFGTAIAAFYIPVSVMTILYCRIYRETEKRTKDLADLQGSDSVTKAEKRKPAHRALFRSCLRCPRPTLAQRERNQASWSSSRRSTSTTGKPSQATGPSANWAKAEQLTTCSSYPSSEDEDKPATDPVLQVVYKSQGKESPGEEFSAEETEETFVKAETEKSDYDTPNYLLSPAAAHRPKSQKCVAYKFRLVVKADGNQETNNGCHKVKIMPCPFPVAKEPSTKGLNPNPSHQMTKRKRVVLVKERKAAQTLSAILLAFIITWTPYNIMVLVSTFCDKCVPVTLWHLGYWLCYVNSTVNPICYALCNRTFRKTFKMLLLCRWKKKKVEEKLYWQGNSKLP
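Test system: CHO-K1 hM5 cells / Doses: single-point, 3 µM nominal / Times: Post-acetylcholine fluorescence recording 140 s / Technique: Fluo-8 calcium fluorescence / Measure: Max/basal fluorescence ratio as % of EC20–EC100 ACh window / Benchmarks: low control EC20 acetylcholine (0%), high control EC100 acetylcholine (100%) / Replicates: one well per compound, no replicates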
M5 antag: human M5 muscarinic receptor antagonists, primary screen, CHO cells, Fluo-8 calcium fluorescence; Muscarinic acetylcholine receptor M5 (Homo sapiens), P08912; CHO-hM5 cells, ACh EC80; inhibition, % at 3 µM; 0.59% of 360,000 active; AID 624040, 2012;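 active means inhibition above a per-plate cutoff, the mean of that plate's test compounds plus 3 SD, cut at about 27% in these data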;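 further: 0% = acetylcholine EC80 with DMSO and 100% = DMSO without agonist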
M1 antag: human M1 muscarinic receptor antagonists, primary screen, CHO-K1 cells, Fluo-8 calcium fluorescence, 1536-well. Muscarinic acetylcholine receptor M1 (Homo sapiens), P11229. CHO-K1 hM1, ACh EC80 antagonist. inhibition, % at 3 µM. 1.3% of 360,000 active. AID 588852, 2011;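 active means percent inhibition above its own plate's cutoff, namely the mean of that plate's compound wells plus 3 SD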;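 further: peak over basal fluorescence ratio during 140 s after agonist addition; 0% = ACh EC80 plus DMSO and 100% = DMSO alone without agonist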
M5 ag: human M5 muscarinic receptor agonists, primary screen, CHO-K1 cells, Fluo-8 calcium fluorescence. AID 624037, 2012. activation, % at 3 µM. CHO-K1 hM5 cells; 0% DMSO wells, 100% maximal acetylcholine response. 0.19% of 360,000 active. Muscarinic acetylcholine receptor M5 (Homo sapiens), P08912;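 active means activation above the run's mean over test compounds plus 3 SD, cut at about 23% in these data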;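 further: signal is peak over basal fluorescence ratio across the kinetic read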
M4 ag: human M4 muscarinic receptor agonists, primary screen, CHO-K1 cells, Fluo-8 calcium fluorescence; Muscarinic acetylcholine receptor M4 (Homo sapiens), P08173; CHO-K1 hM4/Gqi5; vehicle 0%, full acetylcholine response 100%; activation, % at 3 µM; 0.14% of 360,000 active; AID 624127, 2012;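 active means activation above the run mean over all test wells plus 3 SD, cut at about 32% in these data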;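 further: peak over basal fluorescence ratio per well then scaled between controls; 0% = DMSO wells and 100% = acetylcholine at EC100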
CRFBP-R2 agonist: agonists of CRF-BP/CRF-R2 complex, primary screen, cell-based, HEK293, calcium dye fluorescence, uHTS. calcium dye fluorescence (FLIPR); percent of saturating CRF peptide response. activation, % at 13.2 µM. 0.46% of 350,000 active. AID 588473, 2011;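 active means activation of at least 50%, plus an integration ratio under a set limit after plate pattern correction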;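 further: plate controls were neutral control wells without compound for no effect and CRF at EC100 for full effect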
CHRM4 antagonist: human M4 muscarinic receptor antagonists, primary screen, CHO cells, Fluo-8 calcium fluorescence; Muscarinic acetylcholine receptor M4 (Homo sapiens), P08173; CHO-hM4 cells, ACh EC80; inhibition, % at 3 µM; 0.73% of 360,000 active;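 active means inhibition above its plate's cutoff, the mean inhibition of sample wells plus 3 SD, cut at about 27% in these data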;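 further: 0% = acetylcholine EC80 with DMSO and 100% = DMSO without agonist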
* marks the source's active call; other numbers are inactive results.

Fields: M4 PAM, CHRM1 PAM, M5 PAM, M5 antag, M1 antag, M5 ag, M4 ag, CRFBP-R2 agonist, CHRM4 antagonist
- CCC(CC)c1nnc(NC(=O)C2CC(=O)N(c3ccc4c(c3)OCCO4)C2)s1 (centres undefined)
    5, 9, 2, -5, 3, 0, 4, -1.4, -8
- Cc1ccc(F)cc1NC(=O)CN1C(=O)NC(C)(c2ccc3c(c2)OCCO3)C1=O (centres undefined)
    -1, 4, -2, 4, -2, 18, 10, 11, -6
- COc1cccc(C2Nc3ccccc3NC3=C2C(=O)CC(C)(C)C3)c1OC (centres undefined)
    3, 6, 9, 0, -8, 3, 1, 3.0, 2
- CCN(CC)C(=O)c1nc[nH]c1C(=O)N(CC)CC
    15, 3, 1, 0, 4, 2, 2, 0.2, 9
- Clc1cnc(N/N=C/c2ccco2)c(Cl)c1
    1, 3, 2, -3, -7, -3, -1, -0.8, -2
- Cc1ccc(Nc2nc(-c3c(C)nc4ccccn34)cs2)cc1
    -31, -11, -20, 19, 23*, -6, 10, -5.7, 27*
- COCc1cc(C)nc(Nc2ccccc2OC)c1C#N
    4, 8, -2, 8, -16, -5, -1, -5.0, -7
- Cc1cccc(C)c1OCc1cc(C(=O)NCc2ccc(Cl)s2)no1
    -3, -5, 0, -13, -2, -6, 0, 4.1, 0
- CCc1nnc(NC(=O)c2sc3nc4c(cc3c2N)CCCCC4)s1
    6, -3, 3, -12, -1, 0, 1, -13, -7
- O=C(CN1N=C(c2ccccc2)CCC1=O)NCCCN1CCc2ccccc2C1
    -3, 2, -1, 7, -6, -6, 0, -1.9, 3
- CSc1ncccc1C(=O)OCC(=O)N(C)C
    3, 8, -5, 13, -10, 1, 1, 3.2, 2
- COc1cc(NC(=S)N2CCN(S(C)(=O)=O)CC2)cc(OC)c1
    2, -7, 1, 5, 15, -4, 1, -1.1, -4
- CC(C)COc1ccc(C(=O)OC2CC(C)(C)OCC2CN(C)C)cc1 (centres undefined)
    3, 3, -5, -11, -11, -5, 3, 1.6, -2
- C[C@H](NC(=O)c1nc[nH]c1C(=O)N[C@@H](C)c1ccccc1)C(=O)OC(C)(C)C
    6, -10, 12, 11, 7, -6, 1, -0.5, -2
- COc1ccccc1C(C)Nc1nc(-c2cccnc2)nc2ccccc12 (centres undefined)
    -9, -4, -6, 11, 7, -5, 14, 0.1, -2

Complete entries as entered above. Order of screens: M4 PAM	CHRM1 PAM	M5 PAM	M5 antag	M1 antag	M5 ag	M4 ag	CRFBP-R2 agonist	CHRM4 antagonist
`CSc1ncccc1C(=O)OCC(=O)N(C)C` reads 3	8	-5	13	-10	1	1	3.2	2
`COc1ccccc1C(C)Nc1nc(-c2cccnc2)nc2ccccc12` (centres undefined) reads -9	-4	-6	11	7	-5	14	0.1	-2
`COc1cccc(C2Nc3ccccc3NC3=C2C(=O)CC(C)(C)C3)c1OC` (centres undefined) reads 3	6	9	0	-8	3	1	3.0	2
`CC(C)COc1ccc(C(=O)OC2CC(C)(C)OCC2CN(C)C)cc1` (centres undefined) reads 3	3	-5	-11	-11	-5	3	1.6	-2
`CCC(CC)c1nnc(NC(=O)C2CC(=O)N(c3ccc4c(c3)OCCO4)C2)s1` (centres undefined) reads 5	9	2	-5	3	0	4	-1.4	-8

Additional entries.
Fields: M4 PAM, CHRM1 PAM, M5 PAM, M5 antag, M1 antag, M5 ag, M4 ag, CRFBP-R2 agonist, CHRM4 antagonist
- COc1cc2c(cc1OC)CN(C(=O)c1ccncc1)CC2
    2, 8, -2, 1, -5, -3, 0, -0.8, 0
- COC(=O)c1ccc(OCCn2cnc3ccccc3c2=O)cc1
    1, -3, -3, 4, -4, 1, 4, -3.4, 6
- C#CCNc1c2c(nc3ncnn13)CC(C)CC2 (centres undefined)
    16, 8, 0, 7, -28, -7, 0, -0.8, -2
- CCOCCc1nnc(NC(=O)c2cccs2)s1
    6, -1, 10, -3, 3, 1, 1, -0.8, -5
- Cc1ccc(C(=O)NCC(=O)OCc2cccc(Br)c2)cc1
    3, 8, 3, 2, -8, -3, 0, 0.2, 0
- COc1cc(C(=O)Oc2ccccc2/C=N/NC(=O)c2ccc(Cl)cc2Cl)cc(OC)c1OC
    -5, 6, -2, -1, -15, -3, -2, 7.8, 15
- CCC(C(=O)NC1CC1)n1nc(C)c2c(C)n(-c3ccccc3)nc2c1=O (centres undefined)
    1, 3, 9, -16, -2, -3, 0, -0.3, -3
- CCN1CCN(c2nc(Nc3cccc(F)c3)nc(N)c2[N+](=O)[O-])CC1
    -5, 2, 3, -2, 4, 1, 1, -1.5, 2
- Cc1ccc(-c2ncccc2OC(=O)C23CC4CC(CC(C4)C2)C3)cc1
    3, 12, 4, -4, -2, 3, -1, 4.6, 6
- CCOC(=O)C[C@H]1c2cc(F)ccc2S(=O)(=O)N1Cc1ccc(OC)cc1
    2, -4, -3, -7, 3, 2, 5, -1.6, -27
- CN1CCN(c2ccccc2NC(=O)c2cccc(OCc3ccccc3)c2)CC1
    -6, -9, -5, 2, 10, -1, 7, 0.9, -3
- O=C(NCC(=O)N(c1ccc(F)cc1)C(C(=O)NC1CCCCC1)c1cccnc1)c1ccco1 (centres undefined)
    -9, 8, 0, 10, -13, 0, 0, 0.3, -10
- COc1ccccc1COc1ccc2c(C)c(CC(=O)O)c(=O)oc2c1C
    -2, 10, -4, 0, -20, 0, 0, -0.9, -6
- COc1ccc(C(C(=O)NC2CCCC2)N(C(=O)c2ccoc2C)c2ccc(C)c(C)c2)cc1 (centres undefined)
    -7, -6, -2, 10, 8, -2, -2, 2.1, 2
- O=C(C1CCN(S(=O)(=O)N2CCC3(CC2)OCCO3)CC1)N1CCN(Cc2ccccc2)CC1
    -7, -4, -12, -3, 11, 0, 3, -1.9, -5
- O=C(O)CSc1nnc(-c2ccccc2)o1
    -1, 9, -7, -1, -8, -3, 2, 3.2, 7
- COc1ccc(C(=O)Oc2c(OC)cc(C(=S)N3CCOCC3)cc2OC)cc1OC
    -1, 11, -5, -14, -12, 3, 1, -1.1, -10
- COCCCNC(=O)[C@H]1N2C(=O)c3ccccc3C2SC1(C)C (some centres undefined)
    3, 4, -6, 7, -5, 0, 0, 54*, -3
- COc1ccc(C2C(C(=O)Nc3cccc(C)n3)c3ccccc3C(=O)N2C)cc1 (centres undefined)
    7, 5, 3, -5, 2, -2, 1, 0.2, -3
- CC(=O)Nc1ccc(S(=O)(=O)NC(C)c2ccccc2)cc1 (centres undefined)
    8, 15, 1, 6, -23, -1, 2, -2.7, 0
- Cc1cccc(NC(=O)CSc2nnnn2-c2cccnc2)c1
    -4, 1, -2, -4, -5, 4, 2, 1.2, 2
- N#Cc1c(-c2cccc([N+](=O)[O-])c2)nc2n(c1=O)CCS2
    12, 13, 7, -9, -9, -4, 1, -0.8, -20
- CC1=NN(C(=O)c2ccc(Cn3nc(C)c([N+](=O)[O-])c3C)cc2)C(O)(C(F)(F)F)C1 (centres undefined)
    0, 13, -4, -3, -6, -1, 3, -1.3, 1
- O=C(Nc1ccc(Cl)c(Cl)c1)N1N=CCC1c1ccccc1 (centres undefined)
    18, -3, -1, 7, -5, -3, 3, 2.2, -2
- CC(C)NC(=O)c1ccc(C(C)C)cc1
    2, 0, -2, 5, 9, 1, 2, -0.3, 0
- CCOC(=O)c1cn(CC)c2cc(N3CCCCC3)c(F)cc2c1=O
    3, 6, -1, 9, -27, -1, 1, -1.4, 3
- N#Cc1cc(Oc2ccc3ccccc3c2)c(-n2nnc3ccccc32)cc1C#N
    0, -2, -1, 4, 1, 1, 1, -1.5, -6
- CC(C)(C)n1cnnc1Sc1ccc([N+](=O)[O-])cn1
    4, 10, 4, 6, -12, -3, 1, 2.0, 0
- COc1cc(OC)c(-n2c(C)cc(C=O)c2C)cc1Cl
    5, 3, -5, -3, -4, -1, -1, 0.8, -3
- COc1ccc(CNC(=O)CN2CCN(c3ccccc3)CC2)cc1
    1, 11, 2, -3, -6, -2, 2, -2.3, -7
- COc1ccc(CNC(=O)COc2ccc(C(=O)c3ccc(F)cc3)cc2)cc1
    2, 3, 5, -4, -4, 2, 1, -0.6, -4
- Cc1ccc(S(=O)(=O)n2nnc3ccccc32)c(C)c1C
    24*, 10, 6, -3, -12, -1, 2, -1.6, -2
- CC(C)N(C)C(=O)CCc1nnc(CCc2c[nH]c3ccccc23)o1
    -4, -1, -2, 6, 3, 0, 0, -0.9, 4
- O=C(CN1CCOCC1)Nc1ccc2c(c1)CCC2
    5, 9, 4, 2, -8, 0, 1, -3.8, 1
- CCCC(=O)NC(=S)Nc1ccccc1N1CCOCC1
    1, 6, 1, -3, -11, -1, 2, -0.8, -12
- CNC(=O)CCSc1ccc(C)cc1
    5, 12, 2, -4, -12, -2, 0, -1.5, -3
- C=C(C)c1cccc(C(C)(C)NC(=O)N2CCN(c3ccc(OC)cc3)CC2)c1
    -7, 4, -9, 12, -3, -1, 1, 0.1, 8
- Cc1cc(C)n2nc(C(=O)OCC(=O)N3CCC3)nc2n1
    0, 10, 0, 8, -9, -1, 1, 0.2, -2
- Cc1ccc(-c2csc(NC(=O)c3cccc([N+](=O)[O-])c3C(=O)O)n2)cc1
    0, 7, 5, 6, -7, 0, 0, 0.9, -1
- C[C@H](CO)N1C[C@H](C)[C@H](CN(C)C(=O)c2ccccn2)Oc2cc(C#Cc3ccc(F)cc3)ccc2S1(=O)=O
    -9, 0, -5, 2, -2, 1, 17, -1.6, 1
- CCCCNc1nc(=S)n(-c2ccccc2)c(C)c1C(C)=O
    -10, -24, -3, -2, 13, -11, 1, -1.4, -9

Gathered by group, the compounds so far containing a tert-butyl group
Fields: M4 PAM, CHRM1 PAM, M5 PAM, M5 antag, M1 antag, M5 ag, M4 ag, CRFBP-R2 agonist, CHRM4 antagonist
- C[C@H](NC(=O)c1nc[nH]c1C(=O)N[C@@H](C)c1ccccc1)C(=O)OC(C)(C)C
    6, -10, 12, 11, 7, -6, 1, -0.5, -2
- CC(C)(C)n1cnnc1Sc1ccc([N+](=O)[O-])cn1
    4, 10, 4, 6, -12, -3, 1, 2.0, 0
